Screens (PubChem)
PAFAH1B3 FP inh: PAFAH1B3 enzyme inhibitors, primary screen, biochemical, fluorescence polarization, human. recombinant PAFAH1B3, FP-rhodamine probe. inhibition, % at 3.39 µM. actives 0.28% (n = 340,000). AID 492972, 2010;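 active means inhibition above the screen-wide average of all tested compounds plus 3 SD, cut at about 25% in these data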;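 further: 0% = enzyme with DMSO only and 100% = wells lacking PAFAH1B3 protein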
PAFAH1B2 inh: PAFAH1B2 enzyme inhibitors, primary screen, biochemical, fluorescence polarization, human; Platelet-activating factor acetylhydrolase IB subunit alpha2 (Homo sapiens), P68402; actives 1.2% (n = 340,000); recombinant PAFAH1B2, FP-rhodamine activity probe; inhibition, % at 3.39 µM;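 active means inhibition above the mean of all tested compounds plus 3 SD, cut at about 24% in these data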;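 further: 0% = enzyme with DMSO and 100% = wells lacking PAFAH1B2; many of its hits are not listed in these tables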
PAFAH2 FP inh: PAFAH2 enzyme inhibitors, primary screen, biochemical, fluorescence polarization, human; actives 0.99% (n = 340,000); recombinant PAFAH2, FP-rhodamine activity probe; inhibition, % at 3.39 µM; Platelet-activating factor acetylhydrolase 2, cytoplasmic (Homo sapiens), Q99487;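 active means inhibition above the mean over all tested compounds plus 3 SD, cut at about 30% in these data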;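 further: inhibitors block probe labeling of enzyme so polarization drops; 0% = enzyme with DMSO and 100% = wells lacking PAFAH2 protein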
LYPLA1 inh: LYPLA1 inhibitors, primary screen, counter-screen for PME1 inhibitor project, biochemical, fluorescence polarization, FP-Rh probe ABPP; Acyl-protein thioesterase 1 (Homo sapiens), O75608; recombinant LYPLA1; inhibition, % at 5.9 µM; actives 0.16% (n = 320,000); AID 2174, 2009;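 active means inhibition above the mean of all tested compounds plus 3 SD, set per campaign, cut at about 14% in these data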;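 further: inhibitors block serine hydrolase probe labeling of LYPLA1 so polarization falls; 0% = enzyme with DMSO and 100% = wells lacking LYPLA1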
pPAFAH FP inh: pPAFAH enzyme inhibitors, primary screen, biochemical, fluorescence polarization, human; recombinant pPAFAH, FP-rhodamine probe fluorescence polarization; inhibition, % at 3.39 µM; actives 1.5% (n = 330,000); AID 463082, 2010;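 active means inhibition above the mean inhibition across the screen plus 3 SD, cut at about 25% in these data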;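 further: inhibitors block binding of the rhodamine activity-based probe so polarization drops; 0% = enzyme with DMSO and 100% = wells lacking pPAFAH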
ZTA DNA inh: blocks Epstein-Barr virus ZTA, an EBNA-1 counter-screen | actives 0.15% (n = 320,000) | inhibition, % at 11 µM | P03206 | ZTA-DNA binding, fluorescence polarization | AID 2234; in the data active means inhibition above about 33%
PREPL inh: PREPL enzyme inhibitors, primary screen, biochemical, fluorescence polarization; recombinant PREPL, fluorescence polarization activity-based probe; inhibition, % at 5.96 µM; Prolyl endopeptidase-like (Homo sapiens), Q4J6C6; actives 0.68% (n = 320,000); in the data active means inhibition above about 43%;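 further: 0% = enzyme with DMSO and 100% = wells lacking enzyme; many of its hits are not listed in these tables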
LYPLA2 inh: LYPLA2 inhibitors, primary screen, counter-screen for PME1 inhibitor project, biochemical, fluorescence polarization, FP-Rh probe ABPP | Acyl-protein thioesterase 2 (Homo sapiens), O95372 | recombinant LYPLA2 | inhibition, % at 5.9 µM | actives 0.38% (n = 320,000);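 active means inhibition above the screen-wide mean plus 3 SD, limit set per campaign, cut at about 26% in these data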;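 further: 0% = LYPLA2 with DMSO and 100% = wells lacking LYPLA2 enzyme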
EBNA-1 inh: EBNA-1 DNA-binding inhibitors, primary screen, biochemical, fluorescence polarization; inhibition, % at 14.8 µM; actives 0.34% (n = 300,000); in the data active means inhibition above about 28%
An asterisk follows results filed as active; · = no result given. An excerpt; the hit share may differ from the screen's.

Each structure is followed by: PAFAH1B3 FP inh	PAFAH1B2 inh	PAFAH2 FP inh	LYPLA1 inh	pPAFAH FP inh	ZTA DNA inh	PREPL inh	LYPLA2 inh	EBNA-1 inh
> COc1cc(/C=C(\C#N)C(=O)Nc2cccc(C(=O)O)c2)ccc1OCc1ccc(Cl)cc1
  -5	13	-21	-5	4	4	30	14	5
> Cc1cccc(CN2C(=O)c3ccccc3Sc3ccc(C(=O)O)cc32)c1
  3	6	-6	-3	1	-3	-4	0	2
> COc1ccc(NC(=O)CNS(=O)(=O)c2cccs2)c(OC)c1
  -8	-6	4	-4	5	-21	8	0	-3
> Cc1ccc(C2c3sc(=O)[nH]c3SC3C4CC(C5C(=O)N(C(C)C(=O)O)C(=O)C45)C23)cc1 (stereo not given)
  3	16	-1	-5	1	26	-3	-3	13
> OCCO
  -4	0	-9	·	-1	·	4	·	·
> O=S(=O)(/N=C(\c1ccccc1)N1CCOCC1)c1cccs1
  10	-1	-1	-2	-1	7	12	-13	3
> CC1CN(c2nc3ccccc3nc2SCC(=O)Nc2cccc(C(F)(F)F)c2)CC(C)O1 (stereo not given)
  -10	-8	-24	-17	-8	-9	-7	-37	-5
> O=C(CCN1CCOCC1)Nc1cccc(Br)c1
  10	7	-2	3	0	-23	1	9	-3
> Cc1ccc(-c2ccc(CCC(=O)O)n2Cc2ccco2)cc1
  0	-1	5	4	20	-6	2	2	-4
> COc1ccc(CNC(=O)c2cc(-c3ccccc3O)n[nH]2)cc1
  3	10	-5	0	-3	16	-11	-3	23
> COc1ccccc1C(=O)NNC(=O)c1ccc(Br)cc1
  4	11	5	-2	5	9	-9	1	-5
> CS(=O)(=O)N(CC(=O)Nc1ccc(S(=O)(=O)N2CCOCC2)cc1)c1ccccc1Br
  14	5	5	0	3	-9	13	-3	-13
> C=CCSc1nc2ccccc2n1C(=O)/C=C/c1ccc(OC)c(OC)c1
  -2	-1	-7	-4	-10	-11	14	-2	-4
> O=C(Nc1ccc2oc(-c3ccccc3F)nc2c1)c1ccco1
  4	4	-3	-7	-2	15	-13	-5	-7
> Clc1nc(Oc2ccccc2)nc(-c2cn(-c3ccccc3)c3ccccc23)n1
  2	2	1	0	1	-3	3	7	-4
> COc1ccc(CNc2ccc(S(N)(=O)=O)cc2)cc1
  9	17	10	3	3	-5	-2	-2	10
> OCCN1CCN(c2nc(-c3ccccc3)c3cc(Cl)ccc3n2)CC1
  6	0	10	0	5	-12	13	3	4
> O=C(c1ccc(Cl)c(S(=O)(=O)N2CCCC2)c1)N1CCOCC1
  -1	-3	3	1	5	0	5	-1	-11
> CNC(=S)NNC(=O)c1ccccc1Cl
  ·	·	·	4	0	0	2	-77	3
> Fc1ccc(NC(=S)Nc2cc(Cl)ccc2Cl)cc1
  10	4	1	1	-2	-9	-3	1	6
> CCCNC(=O)c1ccc(N2CCC3(CC2)CC(c2cccc(Br)c2)=NO3)c(NC(=O)c2ccc(Cl)c([N+](=O)[O-])c2)c1
  -2	2	-2	-3	3	6	26	-3	7
> Cc1ccc(NC(=O)c2ccc3c(c2)N(CC(=O)N2CCCCC2)C(=O)C(C)(C)O3)cc1
  1	5	3	1	5	-3	48*	9	-9
> O=C(COC(=O)CSc1ccc([N+](=O)[O-])cc1)NCCCc1ccccc1
  2	30*	0	-4	20	-6	7	2	2
> C=CCOC(=O)C1=C[C@@H](c2ccc3c(c2)OCO3)C[C@@H](OCc2ccc(CO)cc2)O1
  -6	0	-5	-2	21	-7	12	-2	7
> CCN(CC)c1ccc(C(=O)OCC(=O)Nc2sccc2C#N)cc1
  -6	-3	47*	-1	9	1	6	-3	2
> O=C(Nc1ccc(Cl)cc1)OCCn1nnnc1C(c1ccccc1)N1CCOCC1 (stereo not given)
  -8	5	4	3	5	-19	16	0	3
> S=C(NCc1ccco1)N1CCN(c2ccc(Cl)cc2)CC1
  -2	0	1	-1	4	3	-29	-5	-3
> Cc1csc(NC(=O)/C=C/c2ccc3c(c2)OCO3)n1
  4	-8	2	-7	5	-11	-4	5	3
> Cc1nc2ccccc2n1S(=O)(=O)c1ccc(F)cc1
  4	2	1	-1	2	-34	7	3	-3
> O=C(COC(=O)Cc1ccc(S(=O)(=O)N2CCOCC2)s1)Nc1ccc2c(c1)OCO2
  4	6	-4	2	11	-3	5	-1	10
> COc1cc(NC(=S)Nc2ccccn2)cc(OC)c1
  11	6	1	0	6	-10	4	-3	-2
> CN(C)S(=O)(=O)c1ccc(NC(=O)CN2CCc3ccccc32)cc1
  -7	-1	-25	1	4	9	-4	2	-6
> CN(C)/C=C/C(=O)c1ccc(Br)cc1
  -6	6	-4	-4	2	-8	-8	-9	-2
> CCN(Cc1ccccc1)C1CCN(Cc2ccc(SC)cc2)CC1
  7	3	0	1	8	10	18	3	-6
> CCCn1nnnc1SCC(=O)N1CCCc2ccccc21
  1	1	-8	-2	2	-5	8	0	-4
> CCCC(=O)NC(=S)Nc1cccc(NC(=O)c2ccccc2Cl)c1
  8	-1	1	-1	4	3	-4	9	0
> COc1cc(/C=C2\SC(=O)N(CCNC(=O)c3cnc(C)cn3)C2=O)cc(OC)c1OC
  -3	-7	-3	3	-4	-19	17	6	5
> COc1cc(OC)cc(C(=O)NNC(=O)CNC(=O)c2ccc(Br)o2)c1
  1	6	-3	-3	1	7	1	-1	5
> COc1cc2c(cc1OC)C[N+](C)(C)CC2
  15	0	-2	3	-2	1	8	2	-16
> COc1cccc(CN(C)C(=O)c2cccnc2SC)c1OC
  -3	-2	6	-2	7	2	6	-3	8
> CC1CC(OCC(O)CN2CCN(Cc3ccccc3)CC2)CC(C)(C)C1 (stereo not given)
  11	-1	-3	5	0	-8	-2	13	-3
> Nc1ncnc2c1ncn2[C@@H]1O[C@H](CNC(=O)[C@@H]2CCC(=O)N2)[C@@H](O)[C@H]1O
  3	2	2	·	6	·	·	·	·
> CN1CCNC(=O)C1CC(=O)NCCC1=CCCCC1 (stereo not given)
  3	9	4	5	6	7	-1	8	-5
> O=C1CCCCC1Sc1nnc(Nc2ccccc2)s1 (stereo not given)
  2	7	3	-4	4	17	6	2	9
> CN(Cc1cnccn1)Cc1nc(Cc2ccccc2Cl)no1
  -1	3	-2	4	6	-10	-5	0	5
> C=C(C)C1CC=C(C)/C(=N/NC(=O)c2ccc(NC(=O)c3cccc(C)c3)cc2)C1 (stereo not given)
  -3	1	-12	-5	-9	4	1	-4	3
> COc1ccc(N(C)C(=O)c2cn(CC(C)C)c(=O)c3cc(OC)c(OC)cc23)c(OC)c1
  -2	-2	1	-2	0	7	-1	-1	-8
> COc1cc(CC(=O)N(c2ccccc2)c2nc(C)cs2)cc(OC)c1OC
  12	-2	-6	-1	3	-6	-5	2	5
> Cc1cc(C(=O)COC(=O)CCCN2C(=O)c3ccccc3C2=O)c(C)n1C
  2	2	5	1	4	-1	-9	3	3
> Cc1nn2c(-c3ccccn3)ccnc2c1Cl
  7	3	10	-5	-2	-18	-4	-6	-10

(listing goes on)
Each structure is followed by: PAFAH1B3 FP inh	PAFAH1B2 inh	PAFAH2 FP inh	LYPLA1 inh	pPAFAH FP inh	ZTA DNA inh	PREPL inh	LYPLA2 inh	EBNA-1 inh
> Cc1cccc(C)c1NC(=O)CN(c1ccccn1)S(=O)(=O)c1ccccc1
  9	-2	5	-4	-4	-2	6	-4	1
> C#CC1(NC(=O)NS(=O)(=O)c2ccc(C)cc2)CCCCC1
  16	2	-2	-1	3	-7	8	2	-5
> COc1ccc(C2c3ccc4ccccc4c3Oc3ncn(CCO)c(=N)c32)cc1OC (stereo not given)
  6	3	-1	-6	1	-12	16	-1	7
> O=C(O)CCc1ccc(NCc2cccc(Oc3ccccc3)c2)cc1
  14	24*	0	-1	13	-4	5	0	6
> O=C(Nc1cc(-c2ccccc2)[nH]n1)c1ccccc1
  2	2	-5	3	4	-21	4	1	-7
> Cc1cccc(NC(=S)/N=C(\N)Nc2nc(C)c3ccc(C)cc3n2)c1
  -3	-2	-16	-7	-3	9	-6	-5	13
> COc1cc(NC(=O)c2nnn(Cc3ccc(SC)cc3)c2N)cc(OC)c1
  -9	-2	-10	-23	-4	14	-11	-30	-2
> c1coc(CNc2c3c(nc4ncnn24)CCCC3)c1
  7	1	1	3	-2	2	12	6	19
> COc1ccccc1C(=O)Nc1ccc(NC(=O)c2ccco2)c(C)c1
  9	2	-4	0	4	-3	-2	-2	-3
> CCN(CC)c1ccc(S(=O)(=O)N2CCOCC2)cc1NC(=O)CN1C(=O)NC2(CCCC2)C1=O
  9	-2	-2	2	-3	-4	1	-3	-4
> O=C(c1cccnc1)C1Cc2ccccc2C1=O (stereo not given)
  5	6	-13	1	5	-11	13	2	-13
> O=C(CCNC(=O)N1CCn2c1nc1ccccc12)NCc1ccc(F)cc1
  -2	-1	4	-6	6	1	0	7	12
> CCC(CO)Oc1cc(NCc2cccc(OC)c2)c2ncn(C(C)C)c2c1 (stereo not given)
  11	-2	2	·	10	·	24	·	·
> Cc1c(NC(=S)NC(=O)c2ccccc2)c(=O)n(-c2ccccc2)n1C
  -2	2	7	3	6	-8	1	2	-3
> O=[N+]([O-])c1c(NCCCO)cc(SCc2ccco2)c2nonc12
  9	6	1	-4	59*	17	4	5	-8
> O=C(c1ccccc1)c1c(O)nc(-c2ccccc2)n(-c2ccccc2)c1=O
  8	4	-8	-6	-5	-12	-4	-8	-3
> O=C(OCC(=O)N1CCC(Cc2ccccc2)CC1)c1ccc[nH]c1=O
  7	3	-3	0	-2	1	-2	2	6
> Cc1cccc(-n2c(C)nc3cc(C(=O)N4CCOCC4)ccc32)c1
  -3	1	0	4	4	-2	-1	10	-6
> O=C(CC1C(=O)NCCN1CC1CCCCC1)NCc1cc(F)ccc1F (stereo not given)
  -2	5	6	1	3	-11	7	-2	1
> CCOc1ccc(N/C(N)=N/c2nc(C)c(C)c(=O)[nH]2)cc1
  3	0	-2	1	5	0	-2	-1	9
> CC1CC(=O)Nc2ccccc2N1C(=O)CN1CCN(C=O)CC1 (stereo not given)
  -2	0	-7	0	-1	2	8	-4	-5
> COCCCNC(=O)N1c2ccccc2Sc2ccccc21
  9	1	7	-3	-5	-5	0	-5	-19
> COCCn1nnnc1CN(CCc1ccccc1)Cc1cc2cc(OC)ccc2[nH]c1=O
  2	-3	10	2	-1	-1	54*	1	5
> CN1CCN(C(=O)C2(NC(=O)NCc3ccccc3)CCCCC2)CC1
  11	-2	-7	2	0	11	-6	0	-1
> O=C(Nc1ccc(OCc2ccccc2)cc1)c1cccnc1
  -2	2	5	0	3	-5	14	2	7
> COCCNC(=O)C(C)OC(=O)C1=Cc2ccccc2OC1 (stereo not given)
  -3	7	2	2	4	19	5	22	5
> Oc1ccc2ccccc2c1CN1CCN(c2ccccc2)CC1
  -2	4	-1	0	5	9	-9	0	-2
> O=C(O)CCNS(=O)(=O)c1ccc2c(c1)Cc1ccccc1-2
  3	-5	5	-2	9	-5	10	8	5
> CC(C)(C)NC(=O)CSc1nc(O)cc(=O)n1-c1ccccc1
  -3	-4	6	0	0	-1	-1	10	-6
